Wnt bcat act – Wnt/beta-catenin pathway activators, primary screen, cell-based, plate reader, single point. Wnt/beta-catenin reporter cell assay, activator. activation, % at 9.35 µM. 300,000 tested, 1.2% active. AID 743398, 2014; in the data active = activation above about 30%, passing the limit was not always enough;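 also: 0% = neutral control wells and 100% = positive control wells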
PfHsp90 yeast 2 – growth inhibition of PfHsp90-expressing yeast, primary screen, antimalarial PfHsp90 inhibitor project, S. cerevisiae, BacTiter-Glo luminescence, single point, set 2. BacTiter-Glo ATP, 48 h; yeast lacking PDR1 and PDR3 efflux regulators. inhibition, % at 9.4 µM. 310,000 tested, 0.32% active. AID 504621, 2011;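 active = every replicate shows inhibition above about 80%, whatever the replicate mean, limit read from the data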;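 also: 0% = DMSO neutral controls and 100% = 20 µM radicicol positive controls; yeast relying on Plasmodium falciparum Hsp90 in place of its own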
CAL PDZ inh – CAL PDZ peptide-binding inhibitors, primary screen, biochemical, fluorescence polarization, Cer-tagged CAL PDZ, HTS | Golgi-associated PDZ and coiled-coil motif-containing protein (Homo sapiens), Q9HD26 | inhibition, % at 20 µM | 330,000 tested, 0.02% active | purified CAL PDZ, TMR-peptide fluorescence polarization, 1 h;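 active = highest replicate inhibition of at least 40%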;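 also: plate controls were DMSO neutral control wells for no effect and unlabeled competitor peptide control wells for full effect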
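Test system: purified CerCALP PDZ construct; Compound dosing: one concentration, 20 µM compound; Also added: TMR-labelled reporter peptide T*-PRC34 bound in PDZ groove; Read-out: inhibition from polarization loss; Controls: unlabelled peptide and DMSO controls; Signal: FP readout, S and P plane fluorescence; Incubation: 1 h at RT.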
AddAB inh – growth inhibition of E. coli expressing H. pylori AddAB, primary screen, AddAB inhibitor project, absorbance | inhibition, % at 11.9 µM | 330,000 tested, 0.29% active | AID 435030, 2010; in the data active = inhibition above about 12%;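 also: 0% = vehicle wells of infected cells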
DAGLB inhibitor – DAGLB lipase inhibitors, primary screen, biochemical, fluorescence, HTS; inhibition, % at 5.17 µM; 340,000 tested, 0.059% active; HEK293T DAGLB membrane lysate, EnzChek fluorogenic substrate; Diacylglycerol lipase-beta (Homo sapiens), Q8NCG7; in the data active = inhibition above about 34%;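 also: 0% = enzyme with vehicle and 100% = wells lacking enzyme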
Target sequence (Q8NCG7 whole entry, looked up): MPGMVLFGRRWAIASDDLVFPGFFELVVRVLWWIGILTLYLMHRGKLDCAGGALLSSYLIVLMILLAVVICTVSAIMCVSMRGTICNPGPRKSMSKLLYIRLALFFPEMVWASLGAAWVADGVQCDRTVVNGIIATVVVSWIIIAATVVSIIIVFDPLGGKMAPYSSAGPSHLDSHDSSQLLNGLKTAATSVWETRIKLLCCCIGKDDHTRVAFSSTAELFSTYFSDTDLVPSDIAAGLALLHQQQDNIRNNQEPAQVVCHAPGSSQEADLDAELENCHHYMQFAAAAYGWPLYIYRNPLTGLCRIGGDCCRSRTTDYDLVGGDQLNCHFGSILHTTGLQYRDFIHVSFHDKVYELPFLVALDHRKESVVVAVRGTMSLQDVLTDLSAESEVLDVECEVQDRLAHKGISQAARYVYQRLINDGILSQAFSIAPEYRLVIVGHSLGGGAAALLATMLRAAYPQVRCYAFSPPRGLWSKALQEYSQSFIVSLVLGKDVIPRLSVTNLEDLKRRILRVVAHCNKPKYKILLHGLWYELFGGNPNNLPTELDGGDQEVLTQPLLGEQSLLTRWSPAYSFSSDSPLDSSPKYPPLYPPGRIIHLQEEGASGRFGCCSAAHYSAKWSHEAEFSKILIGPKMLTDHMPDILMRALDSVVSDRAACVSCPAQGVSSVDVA
Tat export inh – E. coli Tat export inhibitors, primary screen, MC4100, TorA-mCherry reporter, fluorescence, single point | inhibition, % at 10 µM | 340,000 tested, 0.036% active | AID 488895, 2010;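 active = mean replicate inhibition at least 50% and at least half of replicates individually reaching 50%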;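 also: exported cargo escapes ClpAP degradation while cytoplasmic cargo is degraded and loses fluorescence; 0% = median of neutral control wells and 100% = median of NaSCN control wells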
PvdQ inh – P. aeruginosa PvdQ acylase inhibitors, primary screen, biochemical, fluorescence, plate reader and imaging, single point; PvdQ acylase [Pseudomonas aeruginosa LESB58]; purified PvdQ acylase; inhibition, % at 10 µM; 340,000 tested, 0.063% active; AID 488965, 2010; in the data active = inhibition above about 30%, passing the limit was not always enough;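 also: 0% = vehicle neutral wells and 100% = reference inhibitor wells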
Rtt109 HAT inh – inhibitors of C. albicans Rtt109/Vps75 HAT, primary screen, biochemical, ThioGlo CoA-SH fluorescence, plate reader; Histone acetyltransferase RTT109 (Candida albicans (strain SC5314 / ATCC MYA-2876)), …; purified Rtt109/Vps75, 4 h; inhibition, % at 34.9 µM; 330,000 tested, 0.16% active; AID 540336, 2011;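 active = inhibition of at least 50% in every replicate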
Target sequence (Q5AAJ8 whole entry, looked up): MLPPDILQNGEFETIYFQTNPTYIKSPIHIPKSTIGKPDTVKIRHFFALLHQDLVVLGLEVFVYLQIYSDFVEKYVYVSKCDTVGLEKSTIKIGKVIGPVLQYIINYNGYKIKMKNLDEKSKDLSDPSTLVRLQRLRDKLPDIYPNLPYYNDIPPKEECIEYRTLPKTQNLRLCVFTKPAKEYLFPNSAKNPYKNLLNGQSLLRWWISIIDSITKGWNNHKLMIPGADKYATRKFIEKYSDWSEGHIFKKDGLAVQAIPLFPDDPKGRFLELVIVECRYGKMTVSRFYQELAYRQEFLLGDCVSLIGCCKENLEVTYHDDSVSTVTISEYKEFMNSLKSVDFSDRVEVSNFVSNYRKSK
phage Ecoli inh – growth loss of phage-infected E. coli, primary screen, RecBCD inhibitor project, absorbance, with phage, HTS | inhibition, % at 11.9 µM | 360,000 tested, 0.26% active; in the data active = inhibition above about 11%
Ecoli viability – E. coli V3065 growth inhibition, primary screen, counter-screen for AddAB inhibitor project, absorbance, OD600; 18 h; inhibition, % at 11.9 µM; 330,000 tested, 0.27% active;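 active = inhibition above the campaign's mean inhibition across all tested compounds plus 3 SD, cut at about 9.9% in these data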;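 also: uninfected addAB+ strain grown without phage in ampicillin broth; 0% = DMSO wells and 100% = ciprofloxacin 0.95 µg/ml wells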
Numbers without * were called inactive.

Screening Cc1cccc(C)c1OCC(O)CN1CCN(c2ccccn2)CC1 (stereo unspecified) returned Wnt bcat act -2, PfHsp90 yeast 2 23, CAL PDZ inh -2.4, AddAB inh 1.2, DAGLB inhibitor -1, Tat export inh 1, PvdQ inh -4, Rtt109 HAT inh 5, phage Ecoli inh 2.8 and Ecoli viability -2.6.
For Nc1c(C(=O)O)sc2nc(-c3ccccc3)c3c(c12)CCCC3 the results were Wnt bcat act -1, PfHsp90 yeast 2 -6, CAL PDZ inh -3.0, AddAB inh -1.4, DAGLB inhibitor 0, Tat export inh -1, PvdQ inh -6, Rtt109 HAT inh 8, phage Ecoli inh 0.0 and Ecoli viability -3.4.
Cc1ccccc1Sc1c(C#N)c(-c2ccccc2)nn1C was read as PfHsp90 yeast 2 -6, CAL PDZ inh -2.6, AddAB inh 3.1, DAGLB inhibitor -8, Tat export inh 5, PvdQ inh 0, Rtt109 HAT inh -4, phage Ecoli inh 0.0 and Ecoli viability -1.6.
For C=C[C@@H]1c2ccccc2N(S(=O)(=O)c2ccc(C)cc2)[C@H](c2ccccc2C(F)(F)F)C1(C#N)C#N the results were Wnt bcat act -7, PfHsp90 yeast 2 13, CAL PDZ inh -1.1, AddAB inh -0.8, DAGLB inhibitor -1, Tat export inh 4, PvdQ inh -10, Rtt109 HAT inh -7, phage Ecoli inh 2.7 and Ecoli viability -0.7.
Cn1cc(S(=O)(=O)NCC2CCCO2)c(=O)n(C)c1=O (stereo unspecified) was read as Wnt bcat act -1, PfHsp90 yeast 2 14, CAL PDZ inh 0.0, AddAB inh 0.3, DAGLB inhibitor -1, Tat export inh -1, PvdQ inh -11, Rtt109 HAT inh -5, phage Ecoli inh 0.7 and Ecoli viability -0.3.
Cc1ccccc1OCc1nnc(SCC(=O)Nc2ccc(N3CCOCC3)c(Cl)c2)n1C was read as PfHsp90 yeast 2 -23, CAL PDZ inh 0.0, AddAB inh 3.4, DAGLB inhibitor -2, Tat export inh -3, PvdQ inh -1, Rtt109 HAT inh 11, phage Ecoli inh 0.9 and Ecoli viability 0.8.
CC1CCCC(NC(=O)CN2CCN(Cc3ccc(Cl)cc3)C2=O)C1C (stereo unspecified) was read as Wnt bcat act -2, PfHsp90 yeast 2 -14, CAL PDZ inh -0.1, AddAB inh 1.2, DAGLB inhibitor -2, Tat export inh -2, PvdQ inh 4, Rtt109 HAT inh -6, phage Ecoli inh 2.1 and Ecoli viability -2.6.
Screening Cc1cccc(N(CC(=O)NC2CCCC2)C(=O)CCC(=O)Nc2ccccn2)c1 returned Wnt bcat act -4, PfHsp90 yeast 2 13, CAL PDZ inh -1.4, AddAB inh -2.3, DAGLB inhibitor -1, Tat export inh -24, PvdQ inh -7, Rtt109 HAT inh 9, phage Ecoli inh -0.6 and Ecoli viability -1.1.
O=[N+]([O-])c1ccc(N/N=C2/CCCCC2c2ccccn2)c([N+](=O)[O-])c1 (stereo unspecified) was read as PfHsp90 yeast 2 -19, CAL PDZ inh -2.2, AddAB inh 3.8, DAGLB inhibitor 4, Tat export inh 3, PvdQ inh -12, phage Ecoli inh 1.7 and Ecoli viability 1.7.
CN(CC(=O)Nc1cccc(F)c1)C(=O)C1=COCCO1 was read as Wnt bcat act 6, PfHsp90 yeast 2 19, CAL PDZ inh -1.8, AddAB inh 2.2, DAGLB inhibitor 0, Tat export inh 2, PvdQ inh -13, Rtt109 HAT inh -8, phage Ecoli inh 0.6 and Ecoli viability 2.8.
Screening CCOc1cc(CNc2ccc(O)cc2)cc(Br)c1OCc1ccccc1F returned PfHsp90 yeast 2 6, CAL PDZ inh 0.7, AddAB inh -0.8, DAGLB inhibitor -2, Tat export inh 5, PvdQ inh -9, Rtt109 HAT inh 4 and Ecoli viability -2.4.
`COc1c(C=O)c2c(c(OC)c1OC)-c1ccc(OC)c(=O)cc1C(NC(C)=O)CC2` (stereo unspecified) gave Wnt bcat act -6, CAL PDZ inh -0.4, DAGLB inhibitor -4, Tat export inh 0, PvdQ inh 2, Rtt109 HAT inh 12 and phage Ecoli inh 2.8.
Screening COc1cc(-c2nc3ccccn3c2/N=C/c2cccc(OC)c2O)ccc1O returned Wnt bcat act 27, PfHsp90 yeast 2 -5, CAL PDZ inh -2.3, AddAB inh -0.8, DAGLB inhibitor 2, Tat export inh -1, PvdQ inh 0, Rtt109 HAT inh 5, phage Ecoli inh 2.9 and Ecoli viability 1.8.
For COc1ccc(S(=O)(=O)N(CC(=O)N2CCOCC2)c2cc(Cl)ccc2OC)cc1OC the results were PfHsp90 yeast 2 21, CAL PDZ inh -1.5, AddAB inh -1.7, DAGLB inhibitor -1, Tat export inh 1, PvdQ inh 1, Rtt109 HAT inh -14, phage Ecoli inh 0.1 and Ecoli viability -0.6.
Screening O=C(NCc1ccccc1F)C(c1ccccc1)c1ccccc1 returned Wnt bcat act 1, PfHsp90 yeast 2 -24, CAL PDZ inh -0.6, AddAB inh -0.7, DAGLB inhibitor -4, Tat export inh 1, PvdQ inh -12, Rtt109 HAT inh -11, phage Ecoli inh 1.6 and Ecoli viability -1.0.
Screening O=C(Nc1nnc(CC(=O)N2CCOCC2)s1)c1cccs1 returned PfHsp90 yeast 2 -7, AddAB inh 2.4, DAGLB inhibitor -1, Tat export inh 2, PvdQ inh -2, Rtt109 HAT inh 0, phage Ecoli inh 2.3 and Ecoli viability 1.9.
`C/C=C(/C)C(=O)Nc1cccc(C2=NOC3(C2)C[C@@H](C(N)=O)N(C(=O)c2ccc(OC)cc2)C3)c1` (stereo partly specified) gave Wnt bcat act -1, PfHsp90 yeast 2 5, CAL PDZ inh -2.2, AddAB inh 3.6, DAGLB inhibitor 1, Tat export inh 5, PvdQ inh -11, Rtt109 HAT inh 5, phage Ecoli inh 1.9 and Ecoli viability -1.5.
For C[C@]12c3[nH]c4ccc(Cl)cc4c3CCN1C(=O)[C@@H](CC(=O)NCCC1=CCCCC1)C[C@@H]2C(=O)N1CCOCC1 the results were Wnt bcat act -5, PfHsp90 yeast 2 -5, CAL PDZ inh -1.9, AddAB inh -0.4, DAGLB inhibitor 2, Tat export inh 16, PvdQ inh -15, Rtt109 HAT inh 2, phage Ecoli inh 1.8 and Ecoli viability -1.6.
Screening O=C(Nc1ccc(N2CCN(C(=O)c3cccs3)CC2)cc1)c1ccc(F)cc1 returned Wnt bcat act -3, PfHsp90 yeast 2 -11, CAL PDZ inh -1.4, AddAB inh 4.7, DAGLB inhibitor 0, Tat export inh -5, PvdQ inh 14, Rtt109 HAT inh 9, phage Ecoli inh 3.3 and Ecoli viability 0.6.
For O=C(CN1CCCC1)Nc1ccc([N+](=O)[O-])cc1 the results were Wnt bcat act -2, PfHsp90 yeast 2 12, CAL PDZ inh -0.1, AddAB inh 0.3, DAGLB inhibitor -2, Tat export inh 2, PvdQ inh -10, Rtt109 HAT inh -7, phage Ecoli inh 4.5 and Ecoli viability 3.9.
For COC(=O)c1cc2oc(C)cc2n1CC(=O)Nc1cc(C)cc(C)c1 the results were PfHsp90 yeast 2 6, CAL PDZ inh -2.2, AddAB inh 3.0, DAGLB inhibitor -8, Tat export inh 1, PvdQ inh -9, Rtt109 HAT inh 5, phage Ecoli inh 0.6 and Ecoli viability 2.2.
For CS(=O)(=O)N(CC(=O)N1CCc2ccccc2C1)c1ccccc1Br the results were Wnt bcat act 1, PfHsp90 yeast 2 -6, CAL PDZ inh -1.1, AddAB inh 1.2, DAGLB inhibitor 0, Tat export inh -10, PvdQ inh -13, Rtt109 HAT inh 5, phage Ecoli inh -0.5 and Ecoli viability 0.9.
Clc1ccc(OCc2cc(-c3ccccc3)no2)c(Cl)c1 was read as PfHsp90 yeast 2 11, CAL PDZ inh 0.0, AddAB inh 1.4, DAGLB inhibitor -16, Tat export inh 0, PvdQ inh -14, Rtt109 HAT inh -2, phage Ecoli inh 2.9 and Ecoli viability -0.2.
For CC(=O)c1c(O)c(C)c(O)c2c1OC1=CC(=O)C(C(C)=O)C(=O)[C@@]12C (stereo partly specified) the results were Wnt bcat act 9, PfHsp90 yeast 2 -11, CAL PDZ inh -2.2, DAGLB inhibitor 1, Tat export inh -11, PvdQ inh 10, Rtt109 HAT inh -2 and phage Ecoli inh 2.9.
`COc1ccccc1N1CCN(CC(=O)Nc2ccc(C)c(F)c2)CC1` gave PfHsp90 yeast 2 8, CAL PDZ inh -0.5, AddAB inh 3.0, DAGLB inhibitor -12, Tat export inh -5, PvdQ inh -2, Rtt109 HAT inh 8, phage Ecoli inh -0.7 and Ecoli viability -1.1.
For Cc1cc(NC2C3CC4CC(C3)CC2C4)n2nnnc2n1 (stereo unspecified) the results were PfHsp90 yeast 2 -51, CAL PDZ inh -0.5, AddAB inh 3.6, DAGLB inhibitor 3, Tat export inh -9, PvdQ inh 9, Rtt109 HAT inh -11, phage Ecoli inh 0.9 and Ecoli viability -2.6.
For O=C(Oc1ccc2ccc(OC(=O)N3CCCCCC3)cc2c1)N1CCCCCC1 the results were Wnt bcat act 5, PfHsp90 yeast 2 30, CAL PDZ inh -11, AddAB inh 6.2, DAGLB inhibitor -1, Tat export inh -5, PvdQ inh -10, Rtt109 HAT inh -8, phage Ecoli inh 3.0 and Ecoli viability 1.8.
`O=C(c1cc2c(s1)-c1ccccc1OC2)N1CCCC1` gave Wnt bcat act 55*, PfHsp90 yeast 2 2, CAL PDZ inh -6.2, AddAB inh 2.2, DAGLB inhibitor -3, Tat export inh -10, PvdQ inh -32, Rtt109 HAT inh -9, phage Ecoli inh 2.9 and Ecoli viability 0.7.
For O=C(N/N=C/c1cccc(OC(=O)c2ccccc2Cl)c1)c1cccnc1 the results were Wnt bcat act 1, CAL PDZ inh -0.9, AddAB inh 1.9, DAGLB inhibitor -4, Tat export inh -1, PvdQ inh 1, Rtt109 HAT inh 8, phage Ecoli inh 0.8 and Ecoli viability 2.9.

In the list so far, these have a cyano group:
Cc1ccccc1Sc1c(C#N)c(-c2ccccc2)nn1C was read as PfHsp90 yeast 2 -6, CAL PDZ inh -2.6, AddAB inh 3.1, DAGLB inhibitor -8, Tat export inh 5, PvdQ inh 0, Rtt109 HAT inh -4, phage Ecoli inh 0.0 and Ecoli viability -1.6.
For C=C[C@@H]1c2ccccc2N(S(=O)(=O)c2ccc(C)cc2)[C@H](c2ccccc2C(F)(F)F)C1(C#N)C#N the results were Wnt bcat act -7, PfHsp90 yeast 2 13, CAL PDZ inh -1.1, AddAB inh -0.8, DAGLB inhibitor -1, Tat export inh 4, PvdQ inh -10, Rtt109 HAT inh -7, phage Ecoli inh 2.7 and Ecoli viability -0.7.

Source: PubChem (several laboratories)
